Screening results deposited in PubChem by Southern Research Specialized Biocontainment Screening Center.
VEEV TC-83 Vero: inhibitors of VEEV TC-83 cytopathic effect, confirmation, Vero cells (AID 588727) | inhibition, % at 20 µM, or IC50 in µM where a hit was titrated | Vero cells, VEEV TC-83 cytopathic effect inhibition; higher % means a stronger effect | 350,000 compounds, 0.13% hits; in the data active = a potency from the dose series; inconclusive = inhibition mostly from about 14% at the one dose, without a potency; inactive = the rest, 99 in 100 with inhibition below about 12%; also: strong numbers were not always called active
M. tuberculosis HTS: M. tuberculosis growth inhibition, HTS (AID 449762). M. tuberculosis H37Rv growth inhibition, 7H9 media; higher % means a stronger effect. one-dose inhibition, % at 25 µM; IC50 in µM for titrated hits. 330,000 compounds, 0.59% hits; in the data active = a potency from the dose series; inconclusive = inhibition above about 70% without an active follow-up result;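 also: bacterial growth assessed after seven days of incubation; strong numbers were not always called active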
Salmonella PhoP GFP: Inhibition of PhoP regulon, Salmonella typhi GFP reporter cells, confirmation, 4 h (AID 1850); Salmonella Typhi PhoP-promoter GFP reporter, fluorescence, 4 h; higher % means a stronger effect; 310,000 compounds, 0.33% hits; inhibition, % at 50 µM; hits with a dose series show IC50 in µM; in the data active = a potency from the dose series; inconclusive = inhibition mostly from about 25% at the one dose, without a potency; inactive = the rest, 99 in 100 with inhibition below about 19%;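 also: 0% = induced wells with vehicle and 100% = uninduced wells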
influenza NS1A: H1N1 influenza NS1A inhibitors, functional cell based assay (AID 504329). NS1A functional cell-based assay, percent inhibition; higher % means a stronger effect. inhibition, % at 12.5 µM; hits with a dose series show IC50 in µM. 340,000 compounds, 0.3% hits; in the data active = a potency from the dose series; inconclusive = inhibition above about 27% without an active follow-up result; also: strong numbers were not always called active
tuberculosis growth: growth inhibition of non-replicating M. tuberculosis (AID 488890); Mycobacterium tuberculosis non-replicating, growth inhibition; higher % means a stronger effect; 320,000 compounds, 0.39% hits; one-dose inhibition, % at 25 µM; IC50 in µM for titrated hits; in the data active = a potency from the dose series; inconclusive = inhibition mostly from about 82% at the one dose, without a potency; inactive = the rest, 99 in 100 with inhibition below about 76%;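 also: plate controls were DMSO cells for no effect and high antibiotic wells for full effect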
VEEV TC-83 Vero 10K pilot screen: second read-out of VEEV TC-83 Vero, no call of its own (marks repeat the call); inhibition, %; measured here: 10K pilot screen inhibition
* = called active by the depositor; i = inactive; u = inconclusive; x = no result given.

SMILES | VEEV TC-83 Vero | M. tuberculosis HTS | Salmonella PhoP GFP | influenza NS1A | tuberculosis growth | others
COc1ccc(S(=O)(=O)N(CC(=O)NCC2CCCO2)c2ccccc2)cc1OC (stereo unspecified) | 2.8% | -8.1% | -8.6% | 10.0% | 10.2%
Cc1cc2c(N=NC(=O)CCc3ccccc3)c(O)[nH]c2cc1Br | 0.9% | -3.2% | -1.9% | 15.3% | -6.0%
CCOc1ccc(NC(=O)[C@@H](NC(=O)c2ccco2)C(C)C)cc1 | 2.4% | 1.7% | -16.4% | -0.7% | 26.6%
CCNc1nc(SCC(=O)OC)nc(N2CCOCC2)n1 | 4.8% | -1.7% | 4.9% | 9.1% | 14.2%
Cn1c(SCC(=O)NC(=O)NCc2ccco2)nnc1C(F)(F)F | 0.5% | -6.5% | 12.8% | -4.6% | -7.3%
O=C(c1cc(-c2ccccn2)nc2c(Cl)cccc12)N1CCN(S(=O)(=O)c2ccccc2)CC1 | 8.5% | -0.6% | -8.8% | 1.4% | 54.6%
O=C(C1CCCN1S(=O)(=O)c1ccc(Cl)c(Cl)c1)N1CCCCC1 (stereo unspecified) | 1.3% | 1.2% | 8.9% | -1.6% | 4.1%
O=C(COC(=O)Cc1ccc(Br)cc1)Nc1ccc(Cl)cn1 | 1.7% | 28.3% | x | -21.7% | u
CC(C)c1onc(C(=O)N(C)Cc2ccccc2)c1[N+](=O)[O-] | i | 12.4% | -3.6% | -4.4% | -6.7%
CCCn1c(SCC(=O)Nc2nc(-c3ccc(OC)cc3)cs2)nc2c1c(=O)n(C)c(=O)n2C | i | 4.6% | -2.9% | -7.3% | -15.6%
Cc1nn(C(=O)c2cccs2)c(C)c1CN1C(=O)c2ccccc2C1=O | 0.1% | 1.4% | 5.4% | -0.5% | -6.6%
S=C(NCc1ccccc1)NCc1ccc(CNC(=S)NCc2ccccc2)cc1 | 1.9% | -0.8% | -2.1% | 8.5% | u
COc1ccc(-c2nnc(NC(=O)c3ccc(S(=O)(=O)N4COCC4(C)C)cc3)o2)cc1 | 4.0% | u | 5.9% | -1.4% | i
CCCC(CCC)C(=O)Nc1ccc2c(c1)N(C(=O)CN1CCN(C)CC1)c1ccccc1CC2 | 0.6% | -3.4% | 5.9% | -4.0% | 27.5%
CS(=O)(=O)Nc1ccc(C(=O)NCCSc2ccc(Cl)cc2)cc1 | 1.2% | -0.6% | -3.1% | -8.5% | -3.4%
CC(=O)c1cc(C#N)c(SCC(=O)O)nc1C | 9.1% | 2.8% | -8.6% | 1.6% | 1.9%
CCCCOc1ccc(-c2nnc(-c3ccncc3)o2)cc1 | 3.4% | u | -0.6% | -3.5% | u
CC1CCN(CCCNC(=O)c2ccc(CSCc3cccc(Cl)c3)o2)CC1 | 0.5% | -11.6% | -3.1% | 5.2% | 29.2%
O=C(NCC(c1ccco1)N1CCc2ccccc2C1)c1ccc([N+](=O)[O-])cc1 (stereo unspecified) | 4.8% | 10.9% | 5.6% | 0.0% | 9.0%
CSc1nnc(-c2ccccc2)o1 | 0.6% | -6.1% | -5.1% | 14.2% | 17.4%
O=C(NCc1cccnc1)c1ccc(-c2cccc(Cl)c2Cl)o1 | i | 46.9% | -11.3% | -12.3% | 30.9%
Cc1ccc(C)c(NC(=O)c2cnn(-c3ccccc3)c2C)c1 | i | -3.0% | 4.5% | 0.5% | 46.2%
Cc1nn(Cc2ccccc2)c(C)c1NC(=O)c1cc(-c2cccs2)on1 | 1.0% | 22.3% | -3.2% | 1.3% | 17.1% | VEEV TC-83 Vero 10K pilot screen=3.3
CCN(CC)C(=O)c1c(C)[nH]c(=S)c(C#N)c1-c1ccco1 | 0.5% | -0.6% | 11.9% | -3.9% | 1.1%
COc1ccc(NC(=O)c2noc3c2CCCCC3)cc1 | 0.2% | -13.2% | -17.3% | -3.7% | -8.6%
c1ccc2c(c1)[nH]c1c(N3CCCC3)ncnc12 | i | -6.7% | 4.8% | 7.0% | 26.9%
Cc1cc(N2CCCCC2)n2nc(C)c(-c3ccccc3)c2n1 | 3.6% | 16.5% | 6.3% | -11.8% | 42.1%
O=C(Nc1ccc(C(F)(F)F)cc1)C1(c2ccccc2)CC1 | 1.4% | -2.4% | -16.9% | -8.5% | 50.1%
CC(C)Oc1ccc(Cc2c(O)[nH]c(=O)[nH]c2=O)cc1 | x | -8.5% | -1.9% | x | 4.0%
Cn1c(N)c(C(=O)c2cc(-c3ccccc3)nc3ccccc23)c(=O)n(C)c1=O | 1.4% | -1.5% | 4.7% | -5.0% | 4.8%
COC(=O)CCC(=O)Nc1ccccc1C(N)=O | i | -9.5% | 0.5% | 5.4% | 2.3%
CCOC(=O)c1nn(-c2ccc(C)cc2)c2nc(Nc3ccccc3)cc(=O)n12 | 4.5% | 4.1µM* | -9.4% | -7.5% | u
Cc1c(NC(NC(=O)CF)C(Cl)(Cl)Cl)c(=O)n(-c2ccccc2)n1C (stereo unspecified) | i | -5.9% | 9.7% | -5.2% | -18.8%
O=c1n(-c2ccccc2)c(=O)n2n1CC(O)C2 | 0.1% | 13.2% | 1.2% | -1.6% | 8.3%
COC(=O)c1ccccc1NC(=O)COc1ccc2c(c1)OCO2 | 0.9% | -4.2% | 5.0% | -4.6% | 70.5%
CC1CC1C(=O)OCC(=O)Nc1cccc(S(=O)(=O)NC2=NCCCCC2)c1 (stereo unspecified) | 1.1% | 6.9% | 5.9% | 2.6% | -10.5%
CCc1cc2c(C)ccc(C)c2nc1SCC(=O)Nc1c[nH]c(=O)[nH]c1=O | 1.2% | -6.1% | 0.8% | -5.6% | -7.2%
CCCCCCc1nc2c(=O)[nH]c3ccccc3c2o1 | 1.1% | -0.4% | -11.5% | 0.7% | 1.1%
COc1ccccc1N1CCN(C(=O)c2cc(-c3ccc4c(c3)OCO4)on2)CC1 | 5.7% | 4.1% | 2.7% | 8.4% | 11.4%
O=C(NC(Cc1c[nH]c2ccccc12)C(=O)O)/C(=C/c1ccco1)NC(=O)c1ccccc1 (stereo unspecified) | 1.6% | -0.5% | 4.6% | -1.8% | 1.5%
Cc1ccccc1N=C(NO)c1nonc1N | 1.9% | -0.8% | -0.1% | 0.0% | -6.6%
CC(=O)Nc1ccc(NC(=O)COC(=O)C2CCC(C(C)(C)C)CC2)cc1 (stereo unspecified) | 4.2% | -10.3% | x | -13.9% | -1.0%
Nc1nc2nc(-c3ccc(Cl)cc3)cc(C(F)(F)F)n2n1 | 1.0% | -2.7% | -10.1% | -1.8% | 2.2%
C[C@H](CO)N1C[C@H](C)[C@@H](CN(C)C(=O)Nc2ccc3c(c2)OCO3)Oc2ccc(NC(=O)CCC(F)(F)F)cc2C1=O | 1.9% | 5.9% | x | 2.9% | 2.2%
Cn1c(CN2CCCCC2)nc2cc(NC(=O)c3ccccc3Cl)ccc21 | 4.7% | 3.4% | -6.0% | 4.1% | -4.8%
CCN1CCN(S(=O)(=O)c2ccc(C(=O)Nc3sc4c(c3C(N)=O)CCN(CC)C4)cc2)CC1 | 5.2% | -3.1% | -7.2% | -6.3% | -8.6%
COc1ccc(C=NNc2nc3ccccc3s2)cc1 | 3.6% | x | x | 7.0% | x
O=C(O)C1OC(C(=O)O)C(C(=O)O)C1C(=O)O (stereo unspecified) | 2.3% | x | x | 2.0% | x
O=C(C/C=N\OCc1ccc(Cl)cc1Cl)Nc1ccccc1 | 0.5% | 69.3% | 1.5% | -13.9% | 55.5%
Cc1cccc(C)c1OCC(=O)NNC(=O)CCNC(=O)c1ccc(Br)cc1 | 2.0% | -6.0% | -5.7% | -2.4% | 5.6%
O=C(c1ccco1)N1CCN(C(=O)c2nn3cccnc3c2Cl)CC1 | i | -5.7% | 2.7% | -5.5% | -16.6%
COc1ccc(OC)c(NC(=O)C2CCN(S(=O)(=O)c3c(C)noc3C)CC2)c1 | 0.1% | -1.7% | 3.7% | 4.8% | -8.0%
COc1ccccc1C(=O)Nc1sc(C(=O)N2CCCC2)c(C)c1C#N | 0.9% | 6.1% | -0.7% | -1.1% | -1.3%
O=S(=O)(c1c(Cl)sc(Cl)c1Br)N1CCCC1 | 0.0% | 13.3% | 3.8% | -2.0% | 54.1%
COCCNC(=O)CSc1nc2cc(OC)c(OC)cc2c(=O)n1Cc1ccco1 | 8.0% | -11.6% | -1.4% | -2.0% | -0.7%
Cc1cc(NC(=O)C(C)N2C(=O)c3ccccc3S2(=O)=O)no1 (stereo unspecified) | 4.3% | 1.0% | 3.0% | -4.0% | -0.9%
COc1ccc(NC(=O)C(C)Sc2nnc3c4c(nc(-c5ccc(OC)cc5)n23)CC(C)(C)OC4)cc1 (stereo unspecified) | 8.5% | -4.5% | 7.5% | 12.8% | -7.5%
Cc1cccc(N2CCN(CC(=O)Nc3ccc(S(=O)(=O)N4CCOCC4)cc3)CC2)c1C | 6.0% | 4.7% | 7.4% | 2.1% | 37.6%
CCC(=O)N1CCc2cc(Br)cc(S(=O)(=O)NCCN3CCCCC3CC)c21 (stereo unspecified) | 1.5% | 0.2% | 21.1% | 10.0% | 29.2%
Cc1ccc(-c2c(NC(=O)C(C)C)n(C)c3ccccc3c2=O)cc1 | i | 10.1% | 7.4% | 3.5% | 7.9%

(more compounds)
SMILES | VEEV TC-83 Vero | M. tuberculosis HTS | Salmonella PhoP GFP | influenza NS1A | tuberculosis growth | others
CCOc1ccc(/C(O)=C2/C(=O)C(=O)N(CC3CCCO3)C2c2ccco2)cc1 (stereo unspecified) | 1.6% | -2.2% | 7.5% | -9.0% | 1.8%
Cc1ccc(OCC(=O)O/N=C(\N)Cc2ccc(Cl)cc2)cc1 | 0.0% | -0.8% | -4.0% | -1.6% | 56.2%
CCOC(=O)C(Cc1ccccc1)NS(=O)(=O)c1ccc(NC(C)=O)cc1 (stereo unspecified) | 2.6% | 7.1% | -4.3% | 5.4% | -1.0%
CC(=O)N1c2ccc(S(=O)(=O)N3CCCC(C(=O)Nc4cc(C)cc(C)c4)C3)cc2CC1C (stereo unspecified) | 1.6% | -0.8% | -12.3% | 9.0% | 11.1%
CC1CN(C(=O)c2scc3c2OCCO3)CC(C)O1 (stereo unspecified) | 1.2% | -3.4% | 1.4% | -4.4% | -2.8%
CCNC(=O)CC1C(=O)N(c2cccc(C)c2)C(=O)N1CCC(C)C (stereo unspecified) | 0.4% | 4.9% | -9.9% | -23.2% | -10.3%
CC(=O)Nc1ccccc1C(=O)C(=O)Nc1cccc(C(=O)N2CCC3(CC2)OCCO3)c1 | 1.5% | -12.1% | -8.7% | -3.6% | -9.5%
CCC1(C)Cc2c(sc3nc(NN)n(C)c(=O)c23)CO1 (stereo unspecified) | 7.3% | -0.4% | -17.7% | -4.0% | -6.6% | VEEV TC-83 Vero 10K pilot screen=3.1
O=C(COC(=O)c1ccc[n+]([O-])c1)Nc1ccccc1OC(F)F | 0.6% | -2.9% | x | 0.7% | 9.6%
O=C1NC(=O)N(c2ccc(F)cc2)C(=O)/C1=C/c1ccc2c(c1)CCCN2Cc1ccccc1 | i | x | x | 3.3% | x
COc1ccc(Nc2ncnc3c2cnn3-c2cccc(C)c2)cc1OC | 0.4% | x | x | -2.0% | x
O=C(Nc1ccc(N2CCOCC2)cc1)c1ccc(Cl)c(S(=O)(=O)N2CCCC2)c1 | 0.5% | -10.4% | x | -6.8% | -6.0%
O=c1[nH]c2ccccc2nc1N1CCOCC1 | 4.4% | -4.5% | -19.3% | -2.1% | -0.4%
